# Screening data deposited in PubChem by National Center for Advancing Translational Sciences (NCATS).
# RORgamma inh – inhibitors of mouse ROR gamma transcriptional activity | P51450 | Drosophila S2 Gal4-RORgamma UAS-luciferase reporter, 20 h | Potency, µM (titrated, usually from 53.6 µM), for the others: top-dose activity change, negative = inhibition, actives largely listed as inhibitors | 310,000 tested, 5.4% active | AID 2551; also: % is scaled to controls: 0 for no effect and ±100 for the full control effect; nearly all actives have a fitted effect of over 60% in size
# Target sequence (P51450 whole entry, looked up, the tested form may be a part): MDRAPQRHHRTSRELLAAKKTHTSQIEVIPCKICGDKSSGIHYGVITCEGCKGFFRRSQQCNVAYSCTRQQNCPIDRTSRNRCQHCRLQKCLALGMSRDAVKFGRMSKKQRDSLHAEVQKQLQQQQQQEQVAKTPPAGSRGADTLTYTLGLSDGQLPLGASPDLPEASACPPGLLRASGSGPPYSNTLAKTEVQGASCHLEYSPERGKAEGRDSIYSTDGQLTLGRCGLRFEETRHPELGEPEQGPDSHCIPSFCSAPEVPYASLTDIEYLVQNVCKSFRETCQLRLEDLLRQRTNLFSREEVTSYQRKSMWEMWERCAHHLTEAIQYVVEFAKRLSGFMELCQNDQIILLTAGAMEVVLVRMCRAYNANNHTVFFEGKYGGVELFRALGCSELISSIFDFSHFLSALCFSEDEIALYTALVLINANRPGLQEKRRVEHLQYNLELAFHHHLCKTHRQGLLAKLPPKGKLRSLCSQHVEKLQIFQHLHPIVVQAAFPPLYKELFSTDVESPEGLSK
#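 In this cell-based reporter format, copper sulfate (700 uM final) drives Gal4–ROR gamma fusion expression from a metallothionein promoter in Drosophila Schneider cells; compounds preincubated 1 hr, reporter read after 20 hr at ambient temperature.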
# p53 reactivator – restores transcriptional activity of mutant p53; AID 504706; H1299 p53-A138V BP100-luciferase reporter, luminescence, 24 h; Potency, µM (titrated, usually from 92.2 µM), for the others: at the highest dose activity change, positive = activation, actives largely listed as activators; 320,000 tested, 0.063% active; also: % of control where 0% means no effect; nearly all actives have a fitted effect of over 45% in size
#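 H1299 (p53-null), stable ts p53-A138V + BP100-Luc; 1000 cells/well, Opti-MEM/10% FBS; cpd 4 pt, 1:5; 24 h, 37 deg C, 5% CO2; detection reagent 10 min RT; luminescence.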
# NPC1 promoter act – activates the NPC1 promoter; Huh7 NPC1 promoter luciferase reporter, 24 h; Potency, µM (series often up to 9.22 µM), for inactives: at the top dose activation, usual class: activators; 320,000 tested, 2.4% active;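 also: % of control where 0% means no effect; nearly all actives have a fitted effect of over 60% in size; reporter is driven by a mutant NPC1 promoter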
#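 Compounds in DMSO were transferred onto Huh7 NPC1-luciferase reporter cells pre-incubated 2 h; after 24 h at 37 °C, Amplite reagent was dispensed and luminescence recorded 10 min later.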
# MBNL1-CUG inh – inhibitors of human MBNL1 binding to CUG repeat RNA; Q9NR56; TR-FRET MBNL1-His/biotin-(CUG)12 binding, 665/545 ratio; Potency, µM (titrated, usually from 57.5 µM), for inactives: at the highest dose activity change, negative = inhibition, hits mostly inhibitors; 280,000 tested, 0.036% active; AID 2675; active = well fitted inhibition curve with a large enough effect in the signal ratio, with a control signal flat, not every such curve was filed as active; inconclusive = small, poorly fitted or top-dose-only effect, or effect the other way, or a change in a side signal; inactive = no such curve, though single readings can be large or run the other way; the % refers to the signal ratio; also: % is scaled to controls: 0 for no effect and ±100 for the full control effect
# Target sequence (Q9NR56 whole entry, looked up): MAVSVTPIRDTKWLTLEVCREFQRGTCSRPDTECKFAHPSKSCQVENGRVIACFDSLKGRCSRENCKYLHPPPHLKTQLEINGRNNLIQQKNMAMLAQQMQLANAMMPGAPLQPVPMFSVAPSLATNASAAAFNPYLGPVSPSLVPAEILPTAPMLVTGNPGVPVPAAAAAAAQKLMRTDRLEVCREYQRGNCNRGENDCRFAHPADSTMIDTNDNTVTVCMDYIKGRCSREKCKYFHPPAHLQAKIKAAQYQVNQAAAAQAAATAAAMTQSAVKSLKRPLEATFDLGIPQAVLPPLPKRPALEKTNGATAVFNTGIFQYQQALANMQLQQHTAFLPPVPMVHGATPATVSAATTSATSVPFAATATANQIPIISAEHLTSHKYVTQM
#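 Compounds (final 92 nM to 58 uM) are added to His-tagged MBNL1 and biotin-(CUG)12, then terbium anti-His antibody and streptavidin-XL665 (5 nM final). After 60 min at room temperature, the 665/545 nm ratio is read.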
# Rab9 prom act – activates the Rab9 promoter; Huh7 Rab9 promoter-luciferase reporter, luminescence, 24 h; 320,000 tested, 2.8% active; AID 485297; Potency, µM (series often up to 9.22 µM), for the others: top-dose activation, negative = inhibition, hits mostly activators; also: % of control where 0% means no effect; nearly all actives have a fitted effect of over 60% in size
#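 Stable Rab9-luc Huh7, 1500 cells/well, 2 h settle; cmpd in DMSO, 24 h, 37 °C/5% CO2; luciferase reagent 10 min RT; luminescence.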
# uPA surface inh – inhibitors of cell surface uPA generation; cell surface uPA generation assay, qHTS; 330,000 tested, 0.31% active; AID 540303; Potency, µM (doses to about 38.3 µM), for inactives: top-dose activity change, negative = inhibition, actives largely listed as inhibitors; active = well fitted inhibition curve with a large enough effect; inconclusive = small, poorly fitted or top-dose-only effect; inactive = no such curve, though single readings can be large or run the other way; tested in mouse RAW 264.7 cells; also: % is scaled to controls: 0 for no effect and ±100 for the full control effect; nearly all actives have a fitted effect of over 55% in size
# Gal4-VP16 FLuc – inhibits Gal4-VP16 luciferase reporter, ROR gamma counter-screen; Drosophila S2 Gal4-VP16 UAS-luciferase, luminescence, 20 h; Potency, µM (top dose mostly 53.6 µM), without a hit: at the top dose activity, negative = inhibition, usual class: inhibitors; 310,000 tested, 3.5% active;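 also: Gal4-VP16 expression switched on by copper sulfate through the metallothionein promoter; % is scaled to controls: 0 for no effect and ±100 for the full control effect; nearly all actives have a fitted effect of over 50% in size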
# ELG1 genotoxic – genotoxicity induction in ELG1-luciferase HEK293T cells; AID 504466; Potency, µM (titrated, usually from 46 µM), without a hit: at the highest dose activity change, positive = activation, usual class: activators; HEK293T ELG1-luciferase reporter, luminescence, 16 h; 330,000 tested, 1.3% active; also: % of control where 0% means no effect; nearly all actives have a fitted effect of over 60% in size
#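 ELG1-luciferase HEK293T cells, 2,000/well; compound pinned in; 16 hr, 37 °C, 5% CO2; ONE-Glo, 30 min RT; luminescence on CCD imager.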
# BRCA1 expr up – activators of BRCA1 expression; Potency, µM (highest dose often 46.1 µM), without a hit: top-dose activation, most hits filed as activators; MCF7-BRCA1-FFLuc reporter, luminescence, 48 h; response scale: scaled: vehicle 0%, 10 µM genistein 100%; 380,000 tested, 1.1% active; AID 624202; also: nearly all actives have a fitted effect of over 80% in size; some results filed as inactive show a strong effect at the top dose
#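 Luminescence from a BRCA1-driven firefly luciferase in MCF7 cells was read after 48 h compound exposure at 37 C. Data normalized against DMSO and a 10microM genistein activation control, then curve-fitted across the titration.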
# CXXC DNA block – inhibitors of human MLL CXXC domain-DNA interaction | Potency, µM (series often up to 115 µM), without a hit: at the highest dose activity change, negative = inhibition, actives largely listed as inhibitors | MLL-CXXC / FITC-HOXA9 DNA fluorescence polarization | Q03164 | 290,000 tested, 0.037% active; active = well fitted inhibition curve with a large enough effect in the polarisation, with a control signal flat, not every such curve was filed as active; inconclusive = small, poorly fitted or top-dose-only effect, or effect the other way, or a change in a side signal; inactive = no such curve, though single readings can be large or run the other way; the % refers to the polarisation
#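 Fluorescence polarization: 7 uM MLL-CXXC (stock) preincubated 5 min with compounds, then 50 nM fluorescein-HOX-A9 DNA (stock) added; 30 min ambient. Buffer 50 mM Tris-HCl pH 7.5, 50 mM NaCl, 1 mM DTT, 0.05% BSA.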
# FLuc modulator – inhibits or activates purified firefly luciferase, miR-21 counter-screen; P08659; Potency, µM (titrated, usually from 57.5 µM), inactives show top-dose activity change, negative = inhibition, actives largely listed as inhibitors; 360,000 tested, 6.9% active; purified FLuc, Km substrates, luminescence inhibition; AID 588342;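 also: plate controls were vehicle for no effect and reference inhibitor for full effect; nearly all actives have a fitted effect of over 55% in size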
#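 Biochemical qHTS of compounds, final roughly 60 µM downward over six points, against 10 nM purified firefly luciferase using Km concentrations of substrates (10 uM D-luciferin, 10 uM ATP) in Tris acetate pH 7.5 buffer; luminescence output.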
# The depositor's hits bear a star; ? = inconclusive; · = no result given; [ ] = dose if it differs, or a comment. Unless noted, calls follow the shape of the dose curve; as a rule, active = well fitted curve in the direction sought with a large enough effect; inconclusive = small, poorly fitted or top-dose-only effect, or another doubt; inactive = no such curve, though single readings can be large; an effect the other way counts as inactive or inconclusive. Potency is read from the fitted curve at half-maximal effect. Only part of the results is shown; count on the stated rates, not on these rows.
SMILES,RORgamma inh,p53 reactivator,NPC1 promoter act,MBNL1-CUG inh,Rab9 prom act,uPA surface inh,Gal4-VP16 FLuc,ELG1 genotoxic,BRCA1 expr up,CXXC DNA block,FLuc modulator
COc1ccc(NC(=S)Nc2ccc(N)c([N+](=O)[O-])c2)cc1,2%,21%,9%,?,12%,1%,?,?,-31%,13%,?
COc1ccc(C(=O)NC2CC(C)(C)NC(C)(C)C2)cc1OC,-9%,?,-2%,-3%,-2%,-6%,2%,2%,-5%,-14%,-1%
CN1CCN(C(=S)c2ccc(-c3cccc([N+](=O)[O-])c3)o2)CC1,-10%,?,2.2µM*,?,2.2µM*,?,6%,10µM*,?,-3%,6.7µM*
COc1ccc(OC)c(NC(=O)CSc2ccc3nnc(-c4cccnc4)n3n2)c1,4%,-4%,-3%,3%,2%,-3%,3%,-10%,-17%,10%,-3%
COc1ccc(C(CNC(=O)COc2c(C)cc(C)cc2C)N2CCOCC2)cc1 (configuration not stated),·,-2%,2%,·,-2%,-3%,·,-2%,-7%,·,11%
c1ccc(-c2nc(N3CCCCC3)nc3ccccc23)cc1,136%,14%,-1%,?,-2%,2%,-19%,6%,-23%,6%,2%
O=C(CCCOc1ccc(Br)cc1)NCCc1ccc(OC(F)F)cc1,27%,-3%,-5%,1%,0%,2%,-2%,-13%,3%,-1%,4%
Clc1cccc(-c2ccc(/C=N/n3cnnc3)o2)c1,34%,-2%,2%,?,-7%,5%,2%,0%,46%,7%,-2%[2.3 µM]
COc1ccc(N(C(=O)c2ccco2)C(C(=O)NC2CCCC2)c2ccco2)cc1OC (configuration not stated),-17%,-3%,-6%,-6%,-2%,6%,6%,-2%,-4%,22%,1%
CC(C)=C1C2CCC1C1C(=O)N(NC(=O)COc3ccc(C(C)(C)C)cc3)C(=O)C21 (configuration not stated),-44%,10%,1%,-2%,-2%,-5%,?,-9%,-17%,-2%,0%
O=C(N=c1ccn(-c2nc3ccccc3nc2NS(=O)(=O)c2ccccc2)cc1)c1cccs1,4%,0%,1%,27%,1%,-2%,-11%,0%,4%,?,0%
CCCN(CC1CC1)S(=O)(=O)c1ccc(S(N)(=O)=O)cc1,28%,-3%,0%,6%,-1%,9%,8%,-6%,0%,-2%,1%
COc1ccccc1NS(=O)(=O)c1ccc(O)c(NC(=S)NCC2CCCO2)c1 (configuration not stated),-15%,-4%,-1%,-8%,-1%,0%,2%,-2%,-9%,6%,-6%
COc1ccc(NC(=O)C(CCSC)N2C(=O)c3ccccc3C2=O)cc1 (configuration not stated),-24%,0%,4%,-3%,4%,4%,-17%,-1%,0%,12%,-12%
O=C1OC(c2ccccc2)=C/C1=C/N1CCOCC1,-15%,?,25%,7%,?,4%,1%,?,13µM*,6%,?
CC(C)CCn1c(Br)nc2c1c(=O)n(CC(N)=O)c(=O)n2C,4%,29%,-6%,2%,0%,7%,2%,-1%,2%,3%,0%
Cc1nc2n(n1)C(c1ccccc1)C1=C(CC(c3ccco3)CC1=O)N2 (configuration not stated),29%,-16%,-1%,-6%,9%,3%,-4%,-6%,-3%,7%,-46%
NS(=O)(=O)c1ccc(CCNC(=O)c2cc(-c3cccs3)nc3ccccc23)cc1,15%,-1%,-3%,20%,-6%,2%,2%,-12%,3%,10%,-18%
O=C(/C=C/c1ccco1)N1CCN(c2ccc(F)cc2)CC1,-2%,-1%,1%,17%,-1%,-8%,-6%,-6%,16%,10%,-20%
COc1ccc(Cl)cc1NC(=O)NN1CCN(C)CC1,?,?,17%,?,19%,5%,?,2%,0%,4%,-4%
Cc1cc(NC(=O)CSc2nc3cc(C)c(C)cc3cc2C)no1,-12%,0%,-5%,18%,8%,21%,-3%,6%,-8%,-8%,2%
O=C(O)CNc1ccccc1C(=O)O,-19%,7%,-2%,-6%,0%,4%,-7%,0%,31%,-2%,-1%
CC(C)(/C=N/O)/[N+]([O-])=C/c1ccccc1,-2%,3%,0%,6%,-4%,1%,-7%,0%,-11%,-2%,3%
CCOC(=O)CSc1nc(Nc2ccc3c(c2)OCO3)c2ccccc2n1,23%,18%,-3%,-10%,7%,·,-3%,-8%,-16%,-1%,2%
CN(C)c1ccc(S(=O)(=O)N2CCCCC2)cc1NC(=O)C1=NN(c2ccccc2)C(=O)CC1,21%,10%,-1%,4%,-6%,1%,-5%,4%,4%,3%,0%
Cc1cn(C2OC(COC(=O)c3ccccc3)C(O)C2Cl)c(=O)[nH]c1=O (configuration not stated),-14%,1%,4%,-2%,2%,1%,-9%,2%,-7%,2%,-4%
N/C(=N\OC(=O)CC1CCCCC1)c1ccc([N+](=O)[O-])cc1,1%,22%,6%,?,-1%,-4%,35µM*,2%,41%,?,?
Nc1nc2nccc(-c3ccco3)n2n1,-8%,3%,-2%,?,0%,-6%,1%,3%,-2%,8%,3%
COc1ccccc1C(C)Nc1nc(-c2cccnc2)nc2ccccc12 (configuration not stated),-4%,2%,-4%,-6%,0%,4%,0%,-1%,-54%,20%,0%
CC(=O)Nc1ccc(NC(=O)C2CCCN2C(=O)Nc2cccc(F)c2)cc1 (configuration not stated),-15%,9%,2%,-7%,-1%,-2%,2%,-6%,0%,2%,-3%
CSc1nnc(-c2cccn(Cc3cccc(Cl)c3)c2=O)o1,0%,1%,-3%,·,2%,-1%,-13%,0%,-3%,15%,2%
CN(C)c1cccc(C(=O)N2CCCC(CCC(=O)NCc3ccccc3F)C2)c1 (configuration not stated),13%,?,1%,-11%,14%,-6%,-1%,0%,1%,6%,-10%

# Reprinted from the listing for reference:
SMILES,RORgamma inh,p53 reactivator,NPC1 promoter act,MBNL1-CUG inh,Rab9 prom act,uPA surface inh,Gal4-VP16 FLuc,ELG1 genotoxic,BRCA1 expr up,CXXC DNA block,FLuc modulator
CCOC(=O)CSc1nc(Nc2ccc3c(c2)OCO3)c2ccccc2n1,23%,18%,-3%,-10%,7%,·,-3%,-8%,-16%,-1%,2%
CN(C)c1ccc(S(=O)(=O)N2CCCCC2)cc1NC(=O)C1=NN(c2ccccc2)C(=O)CC1,21%,10%,-1%,4%,-6%,1%,-5%,4%,4%,3%,0%
Cc1cn(C2OC(COC(=O)c3ccccc3)C(O)C2Cl)c(=O)[nH]c1=O (configuration not stated),-14%,1%,4%,-2%,2%,1%,-9%,2%,-7%,2%,-4%
N/C(=N\OC(=O)CC1CCCCC1)c1ccc([N+](=O)[O-])cc1,1%,22%,6%,?,-1%,-4%,35µM*,2%,41%,?,?
Nc1nc2nccc(-c3ccco3)n2n1,-8%,3%,-2%,?,0%,-6%,1%,3%,-2%,8%,3%
COc1ccccc1C(C)Nc1nc(-c2cccnc2)nc2ccccc12 (configuration not stated),-4%,2%,-4%,-6%,0%,4%,0%,-1%,-54%,20%,0%
CC(=O)Nc1ccc(NC(=O)C2CCCN2C(=O)Nc2cccc(F)c2)cc1 (configuration not stated),-15%,9%,2%,-7%,-1%,-2%,2%,-6%,0%,2%,-3%
CSc1nnc(-c2cccn(Cc3cccc(Cl)c3)c2=O)o1,0%,1%,-3%,·,2%,-1%,-13%,0%,-3%,15%,2%
CN(C)c1cccc(C(=O)N2CCCC(CCC(=O)NCc3ccccc3F)C2)c1 (configuration not stated),13%,?,1%,-11%,14%,-6%,-1%,0%,1%,6%,-10%
